Vif inh = inhibitors of HIV Vif | HEK293T cells, Vif self-association by quenched fluorescence, imaging, 24 h | inhibition, % at 7.49 µM | 340,000 compounds, 0.35% hits; in the data active means inhibition above about 50%, passing the limit was not always enough; further: some results filed as inactive read as strong as hits
TLR9-MyD88 block = TLR9-MyD88 interaction inhibition. Q9NR96+Q99836. CHO BLA complementation TLR9-MyD88, CCF4 FRET ratio. inhibition, % at 4.98 µM. 340,000 compounds, 0.21% hits. AID 504734;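 active means inhibition above the mean over all tested compounds plus 3 SD, cut at about 21% in these data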;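 further: 0% = DMSO only wells and 100% = clavulanate BLA inhibitor control wells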
TROY signal inh = inhibitors of TROY-dependent NF-kB signaling; Q293 LMP1-TROYcd NF-kB luciferase reporter, 4 h; inhibition, % at 10 µM; 360,000 compounds, 0.98% hits;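 active means compounds whose plate-normalised and pattern-corrected inhibition of the luciferase reporter signal at the single screening dose is 50% or more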
EBV LMP1 NFkB = inhibitors of Epstein-Barr LMP1-induced NF-kappaB reporter | LMP1-induced NF-kappaB luciferase reporter cells, luminescence | inhibition, % at 12.5 µM | 350,000 compounds, 0.69% hits | AID 504558; in the data active means inhibition above about 41%;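 further: 0% = neutral control wells and 100% = reference inhibitor control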
SRC1 inh = inhibits human SRC1 coactivator; Q15788; HEK293 GAL4-SRC1 luciferase reporter, luminescence; inhibition, % at 3.6 µM; 360,000 compounds, 0.12% hits;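 active means inhibition above the campaign mean plus 3 SD, with each screening campaign given its own cutoff, cut at about 60% in these data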;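 further: 0% = DMSO treated cells and 100% = gossypol at 36 µM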
NOD2 RIPK2 PPI = blocks binding of human NOD2 to RIPK2; inhibition, % at 4.98 µM; CHO BLA complementation NOD2-RIPK2, CCF4 ratio; 360,000 compounds, 0.38% hits; O43353; in the data active means inhibition above about 21%;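 further: 0% = vehicle only and 100% = reference blocker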
NCOA2 inhibitor = inhibits human steroid receptor coactivator 2 | HEK293 GAL4-SRC2 luciferase reporter, luminescence | inhibition, % at 9 µM | 370,000 compounds, 0.17% hits | AID 651957;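 active means inhibition above the mean inhibition of all tested compounds plus 3 SD, set per campaign, cut at about 52% in these data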;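 further: 0% = DMSO treated cells and 100% = cells given Gossypol at 36 µM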
SRC3 inh = human NCOA3 inhibition | Q9Y6Q9 | HEK293 GAL4-SRC3 luciferase reporter, luminescence | inhibition, % at 3.6 µM | 360,000 compounds, 0.17% hits | AID 588352;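 active means inhibition above a per-campaign cutoff, the mean of all compounds plus 3 SD, cut at about 60% in these data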;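 further: 0% = DMSO-treated cells and 100% = gossypol-treated cells at 36 µM; higher means less SRC3-driven luciferase light from the GAL4 reporter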
NR5A2 inv ag = suppresses constitutive activity of human LRH-1; 360,000 compounds, 0.13% hits; AID 602396; O00482; inhibition, % at 3.6 µM; HEK293T StAR-luciferase reporter, LRH-1 transfected, 24 h;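 active means inhibition above the mean inhibition of all tested compounds plus 3 SD, cut at about 73% in these data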;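 further: 0% = DMSO wells and 100% = reporter-only cells lacking LRH-1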
COUP-TFII inh = NR2F2 (human) inhibition, primary screen | P24468 | HEK293T NGFI-A luciferase reporter, luminescence | inhibition, % at 8.6 µM | 370,000 compounds, 0.7% hits;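 active means inhibition above a per-plate cutoff, mean inhibition of test wells between control levels plus 3 SD, cut at about 38% in these data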;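 further: cells cotransfected with COUP-TFII expression vector driving the NGFI-A reporter; 0% = median of COUP-TF2 test wells and 100% = reporter-only cells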
C8 TRAIL sens = sensitizes caspase-8 expressing cells to TRAIL | 360,000 compounds, 1% hits | AID 624354 | NB7+C8 cells + TRAIL, ATPlite viability luminescence | inhibition (viability loss, TRAIL sensitization), % at 10 µM;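 active means compounds causing at least 50% loss of cell viability in the single-dose screen, relative to plate controls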
* marks the source's active call; other numbers are inactive results; / = no result given. These rows are one share of the data; the hit share may differ from the screen's.

Compound	Vif inh	TLR9-MyD88 block	TROY signal inh	EBV LMP1 NFkB	SRC1 inh	NOD2 RIPK2 PPI	NCOA2 inhibitor	SRC3 inh	NR5A2 inv ag	COUP-TFII inh	C8 TRAIL sens
COc1ccc(-c2cc(C(=O)Nc3cc(C)nn3-c3ccccc3)no2)cc1OC	8	5	11	-1	4	-3	2	-5	-12	-16	-17
CC(=O)Nc1c(C(=O)NCc2ccccc2)nnn1Cc1ccccc1	-7	2	13	-8	-6	5	-3	1	5	-6	-6
COc1ccccc1Cn1c(=S)[nH]c2cc(C(=O)NCCN3CCOCC3)ccc2c1=O	-1	1	8	0	11	-3	-13	-1	5	8	-12
CCOc1ccccc1NC1=C(Cl)C(=O)N(c2ccc(OC)cc2)C1=O	-3	13	-11	4	8	-9	4	22	40	-41	-5
CCOC(=O)N1CCN(C(=O)c2cccc(OC)c2O)CC1	3	1	12	4	7	-1	0	12	16	-14	1
COc1ccc(-c2nnc3ccc(SCC(=O)NCc4ccco4)nn23)cc1	9	0	-29	-17	-2	-3	11	-32	18	1	-9
N#CCc1c(C#N)c(N)nc(N2CCOCC2)c1C#N	-6	-8	12	5	4	3	10	10	6	-1	9
Cc1ccc(-c2c(C#N)c(N)nc3c2CCCCC3)cc1	6	17	-3	7	8	-6	-4	3	23	7	-14
COc1cc2c(cc1NC(=O)CSc1nc3ccccc3[nH]1)oc1ccccc12	-2	-2	10	-14	10	7	/	10	12	/	-13
Cc1c(Cc2ccccc2)c(=O)oc2cc(OC(C)C(=O)NCC3CCC(C(=O)O)CC3)c(Cl)cc12 (stereo not drawn)	4	-15	-2	2	-3	18	-7	22	-1	-9	8
Cc1cccc(OCC(=O)NCC(=O)N/N=C/c2ccc(N(C)C)cc2)c1	/	-7	10	-4	-3	-5	-25	9	8	-6	-14
COc1ccc(-n2cc(-c3ccccc3)c3c(NCCOCCO)ncnc32)cc1	-8	-9	11	-2	4	7	-13	-1	7	-10	6
O=C(NNC(=O)c1ccccc1-c1ccccc1C(=O)O)c1cccc([N+](=O)[O-])c1	20	-17	23	1	5	-16	17	8	-10	-5	-4
COC(=O)c1c(NC(=O)c2cccs2)sc2c1CCC(C)C2 (stereo not drawn)	12	6	-69	-37	-6	-4	-14	6	14	6	0
CN(Cc1ccccc1)C(=O)c1cc(S(=O)(=O)N2CCOCC2)cn1C	-2	8	4	2	-18	-4	-8	-16	21	-18	-5
O=C1C=C(c2cccc(Cl)c2O)C[C@@H](c2ccc(Cl)cc2)C1	3	8	40	6	-1	2	7	-7	7	10	-12
Nc1nc2c(-c3ccc(Br)cc3)nnn2c2ccccc12	0	4	-31	-57	-166	6	-86	-108	-49	-66	39
COc1cc(OC)c(OC)cc1C#N	-10	11	-24	-3	-5	-5	5	5	20	-2	8
C/C=C/c1ccc(OCCN2CCc3ccccc3C2)c(OC)c1	-11	9	1	-2	3	-2	-21	-5	5	-12	8
COc1cc(-c2nnc(SC/C=C/c3ccccc3)n2N)cc(OC)c1OC	13	2	1	8	-12	-1	-13	13	13	-14	1
COc1ccc(Cl)cc1NC(=O)CCNC(=O)Cn1ccc2ccccc2c1=O	36	4	-5	-3	2	-3	/	-20	-12	/	-11
CN/C(=C\[N+](=O)[O-])NCCSCc1csc(CN(C)C)n1	21	8	-13	6	3	0	-11	6	13	0	-1
O=C(NC1CCCCC1)NC1C2CC3CC(C2)CC1C3 (stereo not drawn)	/	10	-9	0	1	-4	-24	-17	-6	-6	7
Clc1ccc(OCc2cn3cccnc3n2)c2ncccc12	/	8	-58	-7	-60	1	-36	-30	-59	-44	-9
CSCCC(Nc1ccc(S(=O)(=O)N2CCOCC2)cc1[N+](=O)[O-])C(=O)OCC(=O)N(C(C)C)C(C)C (stereo not drawn)	4	3	15	6	-15	-7	6	-8	-28	1	-4
CC(C)(C)NC(=O)CSc1nc(-c2ccccc2)cc(=O)[nH]1	0	2	-15	-5	-1	-3	5	-3	1	-10	3
O=C(CSc1ccccn1)C12CC3CC(CC(C3)C1)C2	-4	9	-23	-4	-20	-4	-4	-2	-3	26	-2
Cc1cc(CNC(=O)CCc2nnc(CCCCc3ccccc3)o2)nn1C	11	2	-15	3	-11	6	8	9	7	-3	-1
O=C(OCC(=O)N1CCN(C(=O)COC(=O)c2ccccc2NCCO)CC1)c1ccccc1NCCO	-3	-7	-7	-4	-12	9	7	-28	5	2	-11
O=C(c1cc([N+](=O)[O-])ccc1N1CCCCC1)N1CCCC1	7	-11	5	4	-3	2	5	-12	-16	3	-5
COCCn1c(C)cc(C(=O)COC(=O)c2ccc(-n3nc(C)cc3C)cc2)c1C	-1	-3	25	7	-14	4	-18	-9	-6	0	30
O=C(O)CCCCCN1C(=O)/C(=C/c2ccncc2)SC1=S	0	1	19	-12	-13	-5	-13	13	-1	17	15
O=C(CCCCn1ccc(=O)[nH]c1=O)Nc1ccc(O)c(C(=O)O)c1	78*	-7	3	-14	2	4	8	-16	4	-10	-4
CCC(=O)n1nc(-c2ccc(OC)cc2)nc1N	5	5	-13	-28	-9	-29	-33	3	6	-11	13
NC(Cc1ccccc1)c1csc(Nc2cc(Oc3ccccc3)ncn2)n1 (stereo not drawn)	-3	/	9	/	6	-5	0	-2	-10	11	36
Cc1cc(=O)oc2cc(OC(=O)c3cncc(Br)c3)ccc12	-2	8	-7	0	-13	-5	-54	8	1	-9	-1
O=C(Cc1ccc(Nc2nc3ccc(Br)cc3[nH]2)cc1)NCCc1cccs1	-9	-1	15	4	4	-4	4	3	-8	25	-5
Cc1ccccc1NC(=O)c1ccc(C)c(S(=O)(=O)NCc2cccnc2)c1	-2	1	15	12	10	-9	5	-10	5	-10	-4
CCCCNS(=O)(=O)c1ccc(NC(=O)c2c(-c3ccccc3Cl)noc2C)cc1	-6	3	26	2	-11	3	/	23	5	/	11
COc1ccccc1CNC(=O)C(=O)NCC1OCCN1C(=O)c1ccc(Cl)cc1 (stereo not drawn)	/	12	18	-16	-9	-1	3	21	19	6	0
CN(C)CCNc1nc2c(c(=O)[nH]c(=O)n2C)n1CCOc1ccccc1	-8	6	12	/	-8	-18	17	8	5	6	-4
CCCC1=C(C(=O)OCC)C(c2cc(Cl)cc(OC)c2OCc2ccccc2)NC(=O)N1 (stereo not drawn)	/	-7	19	-30	-7	1	13	6	-3	-8	-1
Cc1ccc([N+](=O)[O-])cc1S(=O)(=O)NCC1COc2ccccc2O1 (stereo not drawn)	0	0	28	-1	14	-12	13	17	11	7	-1
CCN(CC)CCCNC(=S)N(Cc1cccnc1)Cc1cc2cc(C)cc(C)c2[nH]c1=O	1	8	-5	-37	-16	4	-38	9	-42	-3	-1
CC(C)(C)NC(=O)COC(=O)c1ccc(O)cc1	/	5	-3	-2	-25	-9	9	-7	-13	-11	2
CCOC(=O)C/C(C)=N/NC(=O)Nc1ccccc1	-3	-2	-17	-3	-35	5	-12	-27	-75	-7	-9
NCc1ccccc1COc1ccccc1	-1	-1	-5	-2	0	2	-14	-20	-5	-1	-5
CCc1cc(=O)n2[nH]c(C)c(-c3ccc(OC)cc3)c2n1	7	9	9	0	-60	8	-21	-3	21	10	0
CCOC(=O)C1(CCc2ccccc2)CCN(C(=O)CCc2cnn(C)c2)CC1	-5	-2	5	-12	-12	-4	12	9	4	-21	-1
CC(C)(C)c1cc(C(=O)O)n(Cc2ccc(Cl)cc2Cl)n1	-3	-15	5	4	-30	-1	1	13	11	3	5
CCOc1nnc(C)c2c(C)n(-c3cccc(Cl)c3)nc12	-13	-11	-1	0	-21	-7	-16	8	-6	-6	0
O=C(CNC(=O)N1CC(=O)Nc2ccccc21)Nc1cccc(F)c1	0	-6	-1	0	-13	1	3	15	15	-8	-1
O=C(Nc1ccc(F)cc1F)c1ccc(-n2cccn2)c([N+](=O)[O-])c1	0	8	3	6	-3	0	-8	12	-12	-24	1
CCOc1ccc(S(=O)(=O)c2c[nH]c3ccccc3c2=O)cc1	-12	-7	-1	3	10	-2	-7	4	-5	1	-3
Cc1cccc(NC(=O)COC(=O)c2ccc3c(=O)n4c(nc3c2)CCC4)c1	0	-7	23	1	-32	-4	-53	13	-1	-31	2
CC1CCN(C(=O)C(Cc2ccccc2)NS(=O)(=O)c2ccc3c(c2)oc(=O)n3C)CC1 (stereo not drawn)	7	-3	-9	1	-29	-22	-9	-30	1	-12	11

Remaining list, next part
Compound	Vif inh	TLR9-MyD88 block	TROY signal inh	EBV LMP1 NFkB	SRC1 inh	NOD2 RIPK2 PPI	NCOA2 inhibitor	SRC3 inh	NR5A2 inv ag	COUP-TFII inh	C8 TRAIL sens
CS(=O)(=O)N(Cc1ccc(Cl)cc1)c1ccc(C(=O)N/N=C/c2cc3ccccc3nc2Cl)cc1	-18	-7	0	58*	-2	-7	-24	-36	2	-7	-3
Cc1cc(NC2C3CC4CC(C3)CC2C4)n2ncnc2n1 (stereo not drawn)	/	2	3	-5	8	5	-10	18	5	8	6
COc1cc(/C=C/C(=O)O)ccc1OS(=O)(=O)c1cc(C)ccc1C	7	8	0	6	10	-3	-32	6	13	5	8
COCCNC(=O)C1CCN(S(=O)(=O)c2c(C)noc2/C=C/c2cccs2)CC1	9	1	17	-3	-4	-2	4	12	6	7	3
CCCCNC(=O)C[C@@H]1C[C@@]2(C(=O)OCC)CCCC=C2N(CCc2ccc(OC)c(OC)c2)C1=O	/	/	/	/	/	-2	-14	/	-42	13	-13
CC(=O)Nc1ccccc1OCc1nnc(-c2ccccc2Cl)o1	13	-10	-5	8	-19	-13	-20	-17	-26	-7	-19
Cc1ccc(SCC(=O)OCc2csc(CC(=O)Nc3ccccc3C)n2)cc1C	6	-8	-27	0	-32	-7	17	10	-4	6	-23
COc1ccc(NCc2ccc(OC)c(Cn3ccnc3)c2)c(OC)c1	-5	-4	2	0	-14	5	6	2	-11	-4	7
COc1ccc(NC(=O)C2CCCN(S(=O)(=O)c3ccccc3)C2)c(OC)c1 (stereo not drawn)	/	1	-15	-2	-2	-19	11	10	4	14	9
CCCOc1ccc(F)cc1-c1cc(C(=O)Nc2ccc(C(C)C)cc2)[nH]n1	-5	/	-14	/	15	-4	10	-8	18	-17	16
O=C(CN1CCC(NC(=O)Nc2ccccc2)CC1)Nc1cccc([N+](=O)[O-])c1	-3	-10	-1	-1	-6	-12	9	8	19	-8	9
O=C(NCc1ccc2c(c1)OCO2)c1nc(S(=O)(=O)Cc2ccccc2)ncc1Cl	-1	0	60*	-8	-49	36*	-23	-6	-3	-10	12
O=C(CN1CCN(c2ccccc2)CC1)NCc1ccc(F)cc1	-9	4	4	2	13	-9	9	9	-16	5	-21
Cc1cc(OCC(=O)Nc2cc(C(C)(C)C)on2)ccc1[N+](=O)[O-]	2	-1	0	-8	1	4	4	-1	2	-12	-2
CCC(=O)c1cc(-c2nc3ccccc3n2C)n(C)c1	/	-3	2	-7	4	-3	-17	-1	-4	-5	10

High-throughput results as filed in PubChem.
